# NSD2 inh – inhibitors of human NSD2 methyltransferase | O96028 | NSD2-SET H3K36me1 DELFIA fluorescence, biochemical | 0.07% of 44,000 active | inhibition, % at 12.5 µM; in the data active = inhibition above about 54%, passing the limit was not always enough; inconclusive = no clear call, values can overlap the other calls;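 also: inhibitors reduce the monomethyl H3K36 fluorescence signal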
# Target sequence (O96028 whole entry, looked up): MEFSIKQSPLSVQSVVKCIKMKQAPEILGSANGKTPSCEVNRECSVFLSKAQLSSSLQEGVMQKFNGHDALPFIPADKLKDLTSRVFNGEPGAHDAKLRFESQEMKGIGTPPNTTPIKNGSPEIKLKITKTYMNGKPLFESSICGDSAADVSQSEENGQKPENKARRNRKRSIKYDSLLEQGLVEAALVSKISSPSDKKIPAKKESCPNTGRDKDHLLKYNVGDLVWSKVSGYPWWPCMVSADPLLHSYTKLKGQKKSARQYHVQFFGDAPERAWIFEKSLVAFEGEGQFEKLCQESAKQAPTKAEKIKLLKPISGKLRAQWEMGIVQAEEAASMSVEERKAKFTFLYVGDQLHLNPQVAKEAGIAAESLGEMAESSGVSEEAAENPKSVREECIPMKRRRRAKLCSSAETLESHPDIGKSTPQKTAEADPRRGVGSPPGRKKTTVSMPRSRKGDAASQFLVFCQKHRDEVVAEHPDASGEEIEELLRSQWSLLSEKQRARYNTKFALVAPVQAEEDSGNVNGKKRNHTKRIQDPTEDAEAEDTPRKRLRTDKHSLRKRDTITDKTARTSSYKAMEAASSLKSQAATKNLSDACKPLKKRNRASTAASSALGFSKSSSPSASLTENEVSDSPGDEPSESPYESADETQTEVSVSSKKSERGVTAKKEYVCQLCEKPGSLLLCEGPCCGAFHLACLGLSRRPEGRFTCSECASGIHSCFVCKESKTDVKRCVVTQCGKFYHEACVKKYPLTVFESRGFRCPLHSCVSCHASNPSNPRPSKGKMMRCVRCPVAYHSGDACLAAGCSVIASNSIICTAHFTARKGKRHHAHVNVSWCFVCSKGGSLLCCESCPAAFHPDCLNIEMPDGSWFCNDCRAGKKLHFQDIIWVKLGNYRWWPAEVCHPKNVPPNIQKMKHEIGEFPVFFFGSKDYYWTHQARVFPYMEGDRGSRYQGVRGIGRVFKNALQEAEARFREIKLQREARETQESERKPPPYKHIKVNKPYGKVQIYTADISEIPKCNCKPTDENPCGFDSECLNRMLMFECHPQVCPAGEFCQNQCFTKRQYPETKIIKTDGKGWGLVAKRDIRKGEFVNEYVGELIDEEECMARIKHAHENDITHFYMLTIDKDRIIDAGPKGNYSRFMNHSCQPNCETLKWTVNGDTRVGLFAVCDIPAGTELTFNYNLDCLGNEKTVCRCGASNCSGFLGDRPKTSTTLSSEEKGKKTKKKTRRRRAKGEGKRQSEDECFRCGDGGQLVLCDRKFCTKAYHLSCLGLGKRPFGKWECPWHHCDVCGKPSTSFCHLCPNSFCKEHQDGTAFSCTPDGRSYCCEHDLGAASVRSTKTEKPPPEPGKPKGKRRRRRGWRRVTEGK
# Active calls of the source: *; ? = inconclusive. Some of the compounds tested (hit frequency here may not be typical).
molecule	NSD2 inh
C[C@H]1CN([C@@H](C)CO)S(=O)(=O)c2ccc(-c3ccc(C(=O)N(C)C)cc3)cc2O[C@H]1CN(C)C	17
C[C@H](CO)N1C[C@H](C)[C@H](CN(C)Cc2ccc(C(=O)O)cc2)Oc2c(NS(C)(=O)=O)cccc2C1=O	0
Cc1noc(C)c1NC(=O)N(C)C[C@H]1Oc2ccc(NC(=O)C3CC3)cc2C(=O)N([C@@H](C)CO)C[C@H]1C	-3
C[C@H]1CN([C@@H](C)CO)C(=O)c2cc(-c3ccc(C#N)cc3)cnc2O[C@H]1CN(C)Cc1ccncc1	-2
C[C@@H]1CCCCO[C@H](CN(C)C)[C@H](C)CN([C@H](C)CO)C(=O)c2cc(NC(=O)Nc3cccc4ccccc34)ccc2O1	-1
C[C@H](CO)N1C[C@H](C)[C@@H](CN(C)Cc2ccc(C(F)(F)F)cc2)Oc2c(NS(C)(=O)=O)cccc2C1=O	8
COc1ccc(CCNC(=O)[C@@H]2c3ccccc3C(=O)N(CC34CC5CC(CC(C5)C3)C4)[C@H]2c2ccc(CO)cc2)cc1	-6
COc1ccc(NC(=O)Nc2ccc3c(c2)[C@H]2C[C@@H](CC(=O)NCc4ccccn4)O[C@H](CO)[C@H]2O3)cc1	6
C[C@H](CO)N1C[C@H](C)[C@H](CN(C)S(=O)(=O)c2cn(C)cn2)Oc2ccc(N(C)C)cc2CC1=O	-22
C[C@@H]1CN([C@@H](C)CO)S(=O)(=O)c2ccc(C#CC3CC3)cc2O[C@H]1CN(C)S(C)(=O)=O	0
C[C@@H]1CN([C@@H](C)CO)C(=O)c2cc(Br)cnc2O[C@H]1CN(C)CC1CCOCC1	-1
COc1ccc(C#Cc2ccc3c(c2)[C@]2(C(=O)N3)[C@H](C(=O)O)[C@H]3C(=O)O[C@H](c4ccccc4)[C@H](c4ccccc4)N3[C@@H]2c2ccc(OCCO)cc2)cc1	?
COc1cccc(S(=O)(=O)N(C)C[C@@H]2OCc3ccccc3-c3c(n(C)c4ccccc34)C(=O)N([C@@H](C)CO)C[C@@H]2C)c1	-6
COc1ccc(NC(=O)N(C)C[C@H]2Oc3ccc(NC(=O)Nc4ccc(F)cc4)cc3C(=O)N([C@H](C)CO)C[C@H]2C)cc1	-4
CNC[C@@H]1Oc2ccc(NS(C)(=O)=O)cc2CC(=O)N([C@@H](C)CO)C[C@@H]1C	-2
O=C(C[C@@H]1C[C@@H]2c3cc(NC(=O)Nc4ccccc4F)ccc3O[C@@H]2[C@@H](CO)O1)NCc1ccccn1	1
C/C(=C\CCC(C)C1CC(O)C2(C)C3CCC4C(C)(C)C(OC5OCC(O)C(O)C5O)CCC45CC35CC(O)C12C)C(=O)O (configuration not stated)	-13
COc1ccc(OC)c(NC(=O)CSc2nc(-c3ccccc3)cs2)c1	19
CC1(C)CC[C@]2(C(=O)O)CC[C@]3(C)C(=CCC4[C@@]5(C)CC[C@H](O[C@@H]6O[C@H](C(=O)O)[C@@H](O[C@@H]7OC[C@@H](O)[C@H](O)[C@H]7O)[C@H](O)[C@H]6O)C(C)(C)C5CC[C@]43C)C2C1O (some centres not stated)	0
Cc1nc(S(=O)(=O)N[C@@H]2CCCN(Cc3ccc(OCCO)cc3)C2)cn1C	0
C[C@@H]1CN([C@H](C)CO)C(=O)c2cccc(NS(=O)(=O)c3ccccc3)c2O[C@@H]1CN(C)Cc1ccc2c(c1)OCO2	6
COc1ccc(S(=O)(=O)N(C)C[C@@H]2Oc3ccc(NC(=O)Nc4c(C)noc4C)cc3C(=O)N([C@@H](C)CO)C[C@@H]2C)cc1	0
CCC(=O)N(C)C[C@H]1Oc2cc(C#Cc3ccccn3)ccc2S(=O)(=O)N([C@H](C)CO)C[C@H]1C	-4
C[C@H](CO)N1C[C@H](C)[C@H](CN(C)C(=O)Nc2ccc(C(F)(F)F)cc2)Oc2ccc(NC(=O)Cc3cn(C)c4ccccc34)cc2C1=O	-2
C/C=C/c1ccc2c(c1)O[C@H](CN(C)C(=O)c1cnccn1)[C@@H](C)CN([C@@H](C)CO)S2(=O)=O	-5
COc1ccc(NC(=O)Nc2ccc3c(c2)[C@@H]2C[C@@H](CC(=O)NCC4CC4)O[C@@H](CO)[C@@H]2O3)cc1	2
CNC[C@@H]1Oc2c(NC(=O)c3cc(C)nn3C)cccc2C(=O)N([C@H](C)CO)C[C@H]1C	0
C[C@H]1CCCCO[C@@H](CN(C)Cc2ccc(C(F)(F)F)cc2)[C@@H](C)CN([C@@H](C)CO)C(=O)c2cc(N(C)C)ccc2O1	-4
C[C@H]1CN([C@@H](C)CO)C(=O)c2cc(-c3ccc(C(=O)N(C)C)cc3)cnc2O[C@H]1CN(C)Cc1ccc(C(=O)O)cc1	12
COc1ccc(-c2cnc3c(c2)C(=O)N([C@@H](C)CO)C[C@H](C)[C@@H](CN(C)C(=O)Cc2cccnc2)O3)cc1	4

molecule	NSD2 inh
C[C@@H]1CN([C@H](C)CO)C(=O)Cc2cc(N(C)C)ccc2O[C@@H]1CN(C)C(=O)Nc1ccc2c(c1)OCO2	3
C[C@H](CO)N1C[C@H](C)[C@H](CN(C)CC2CCCCC2)Oc2ccc(NC(=O)C3CC3)cc2C1=O	3
Cc1ccccc1-c1cnc2c(c1)C(=O)N([C@@H](C)CO)C[C@H](C)[C@@H](CN(C)Cc1cncnc1)O2	-1
COc1ccccc1NC(=O)N(C)C[C@H]1OCc2cnnn2CCCC(=O)N([C@H](C)CO)C[C@H]1C	-27
C[C@H]1CN([C@@H](C)CO)C(=O)Cc2cc(NC(=O)Nc3ccc4c(c3)OCO4)ccc2O[C@H]1CN(C)Cc1ccc(C(=O)O)cc1	-2
COc1ccc(CN(C)C[C@@H]2OCCCC[C@H](C)Oc3ccc(NC(=O)C4CCCCC4)cc3C(=O)N([C@@H](C)CO)C[C@@H]2C)cc1	-1
C[C@@H]1CN([C@@H](C)CO)C(=O)c2cc(NC(=O)NC3CCCCC3)ccc2O[C@@H](C)CCCCO[C@H]1CN(C)S(=O)(=O)c1cccs1	0
Cc1ccc(F)cc1S(=O)(=O)N[C@@H]1CCN(Cc2cccc3[nH]ccc23)C1	-1
COc1ccc(CN(C)C[C@@H]2Oc3c(NS(C)(=O)=O)cccc3C(=O)N([C@H](C)CO)C[C@H]2C)cc1	-4
Cc1ccc(S(=O)(=O)N(C)C[C@H]2Oc3cc(Br)ccc3S(=O)(=O)N([C@H](C)CO)C[C@H]2C)cc1	-5
CCCC#Cc1ccc2c(c1)O[C@H](CN(C)C(=O)c1cnccn1)[C@@H](C)CN([C@@H](C)CO)S2(=O)=O	-4
Cc1ccc(-c2cc(C(F)(F)F)nn2-c2ccc(S(N)(=O)=O)cc2)cc1	0
C=CC[C@@]1(C(=O)N2CCCCC2)N=C(c2ccc(OCCCO)cc2)O[C@@H]1c1ccccc1	-5
C[C@@H]1CN([C@H](C)CO)C(=O)c2cc(NC(=O)Cn3cnnn3)ccc2O[C@@H]1CN(C)CC1CC1	3
CNC[C@H]1Oc2ccc(NC(=O)Nc3ccc(OC)cc3)cc2C(=O)N([C@H](C)CO)C[C@@H]1C	0
COc1ccc(C2Oc3c(OC)cc(/C=C/COC4OC(CO)C(O)C(O)C4O)cc3C2CO)cc1OC (configuration not stated)	0
O=C(C[C@@H]1C[C@H]2c3cc(NS(=O)(=O)c4ccc(F)cc4)ccc3O[C@H]2[C@H](CO)O1)NC1CCCC1	0
COc1ccc(S(=O)(=O)N(C)C[C@@H]2Oc3c(NC(=O)CCCCCC(=O)Nc4ccccc4N)cccc3C(=O)N([C@@H](C)CO)C[C@@H]2C)cc1	6
COc1ccc([Si](C)(C)[C@H]2[C@H](CCO)O[C@@]3(C(=O)N4c5c(cc(OC)cc53)C(C)=CC4(C)C)[C@@H]2C)cc1	9
C[C@H](CO)N1C[C@H](C)[C@H](CN(C)Cc2ccccc2)OCCCC[C@H](C)Oc2ccc(NS(C)(=O)=O)cc2C1=O	-1
C[C@H]1CN([C@@H](C)CO)C(=O)c2cc(NC(=O)c3ccncc3)ccc2O[C@H]1CN(C)S(=O)(=O)c1ccc(Cl)cc1	5
Cc1ccc(S(=O)(=O)N(C)C[C@H]2Oc3c(NC(=O)Nc4ccccc4)cccc3C(=O)N([C@H](C)CO)C[C@H]2C)cc1	-2
C[C@@H]1CCCCO[C@@H](CN(C)CC2CCCCC2)[C@@H](C)CN([C@@H](C)CO)C(=O)c2cc(NC(=O)Nc3ccc(F)cc3)ccc2O1	-8
Cc1noc(C)c1S(=O)(=O)N(C)C[C@H]1Oc2ccc(NC(=O)CCC(F)(F)F)cc2CC(=O)N([C@@H](C)CO)C[C@@H]1C	-2
C[C@H]1CN([C@@H](C)CO)C(=O)c2cccc(N(C)C)c2O[C@@H]1CN(C)S(=O)(=O)c1ccc(Cl)cc1	1
C[C@@H]1CN([C@H](C)CO)C(=O)c2cccc(NS(C)(=O)=O)c2O[C@H]1CN(C)S(=O)(=O)c1ccc(Cl)cc1	2
O=C1O[C@@H](c2ccccc2)[C@@H](c2ccccc2)N2[C@@H](c3ccccc3OCCO)[C@]3(C(=O)Nc4ccc(C#CC5(O)CCCCCC5)cc43)[C@@H](C(=O)O)[C@H]12	-3
C[C@H]1CN([C@@H](C)CO)C(=O)c2cc(-c3ccc(F)cc3)cnc2O[C@H]1CN(C)Cc1ccccn1	-11
COc1ccc(S(=O)(=O)N(C)C[C@H]2Oc3c(NS(C)(=O)=O)cccc3C(=O)N([C@@H](C)CO)C[C@@H]2C)cc1	1
C[C@H](CO)N1C[C@H](C)[C@H](CN(C)Cc2ccc(C(=O)Nc3ccccc3N)cc2)Oc2ccc(NC(=O)Nc3ccccc3)cc2CC1=O	-1

> C[C@H]1CN([C@@H](C)CO)S(=O)(=O)c2ccc(C#Cc3ccccc3F)cc2O[C@@H]1CN(C)C(=O)Cc1ccncc1
- NSD2 inh = 6
> C[C@H]1CN([C@@H](C)CO)C(=O)c2cccc(NC(=O)Nc3ccc(C(F)(F)F)cc3)c2O[C@H]1CN(C)Cc1ccccc1
- NSD2 inh = -2
> C[C@H]1CCCCO[C@H](CN(C)Cc2ccc3c(c2)OCO3)[C@@H](C)CN([C@@H](C)CO)C(=O)c2cc(NC(=O)CCCN(C)C)ccc2O1
- NSD2 inh = -4
> C[C@H](CO)N1C[C@H](C)[C@@H](CN(C)Cc2ccc(C(F)(F)F)cc2)Oc2c(NC(=O)C3CCCCC3)cccc2C1=O
- NSD2 inh = -5
> CC(C)NC(=O)N(C)C[C@H]1Oc2ncc(C#CCC3CCCC3)cc2C(=O)N([C@@H](C)CO)C[C@H]1C
- NSD2 inh = -4
> C[C@@H]1CN([C@H](C)CO)C(=O)Cc2cc(NS(=O)(=O)c3ccccc3)ccc2O[C@@H]1CN(C)C(=O)Nc1ccccc1
- NSD2 inh = 13
> CNC[C@H]1OCCCC[C@H](C)Oc2ccc(NS(=O)(=O)c3ccc(OC)cc3)cc2C(=O)N([C@@H](C)CO)C[C@H]1C
- NSD2 inh = -2
> CC(C)NC(=O)Nc1cccc2c1O[C@H](CN(C)C(=O)Nc1ccc(F)cc1)[C@@H](C)CN([C@H](C)CO)C2=O
- NSD2 inh = 1
> C[C@H](CO)N1C[C@H](C)[C@H](CN(C)Cc2ccc(Cl)c(Cl)c2)Oc2ccc(NS(C)(=O)=O)cc2CC1=O
- NSD2 inh = -2
> C[C@@H]1CN([C@H](C)CO)C(=O)c2cc(NC(=O)Nc3ccccc3)ccc2O[C@@H]1CN(C)Cc1ccc2c(c1)OCO2
- NSD2 inh = 8
> C[C@H]1CN([C@@H](C)CO)C(=O)CCCn2cc(nn2)CO[C@@H]1CN(C)C(=O)c1cc(-c2ccccc2)on1
- NSD2 inh = -6
> COC(=O)CCCCCCC(=O)N/N=C\c1cccnc1Br
- NSD2 inh = 7
> C[C@@H]1CCCCO[C@@H](CN(C)C(=O)C2CCCCC2)[C@@H](C)CN([C@@H](C)CO)C(=O)c2cc(NC(=O)c3ccncc3)ccc2O1
- NSD2 inh = 0
> C[C@@H]1CN([C@H](C)CO)C(=O)c2cc(NC(=O)Cc3ccccc3)ccc2O[C@H]1CN(C)S(C)(=O)=O
- NSD2 inh = 5
> COc1cccc(NC(=O)N(C)C[C@H]2OCc3cnnn3CCCC(=O)N([C@H](C)CO)C[C@@H]2C)c1
- NSD2 inh = -1

# Ordered by value in NSD2 inh (largest number first): four from the list above
SMILES,NSD2 inh
C[C@@H]1CN([C@H](C)CO)C(=O)c2cc(NC(=O)Nc3ccccc3)ccc2O[C@@H]1CN(C)Cc1ccc2c(c1)OCO2,8
COc1cccc(NC(=O)N(C)C[C@H]2OCc3cnnn3CCCC(=O)N([C@H](C)CO)C[C@@H]2C)c1,-1
C[C@H]1CN([C@@H](C)CO)C(=O)c2cccc(NC(=O)Nc3ccc(C(F)(F)F)cc3)c2O[C@H]1CN(C)Cc1ccccc1,-2
C[C@H](CO)N1C[C@H](C)[C@@H](CN(C)Cc2ccc(C(F)(F)F)cc2)Oc2c(NC(=O)C3CCCCC3)cccc2C1=O,-5

# Next section.
> CCCNC(=O)N(C)C[C@H]1Oc2ncc(C#CC3(O)CCCC3)cc2C(=O)N([C@H](C)CO)C[C@@H]1C
- NSD2 inh = 1
> C[C@@H]1CN([C@H](C)CO)C(=O)c2cc(/C=C/c3ccccc3)cnc2O[C@H]1CN(C)C(=O)c1cnccn1
- NSD2 inh = 3
> C[C@H]1CN([C@@H](C)CO)C(=O)Cc2cc(NC(=O)Nc3ccc(C(F)(F)F)cc3)ccc2O[C@H]1CN(C)Cc1ccc(C(=O)Nc2ccccc2N)cc1
- NSD2 inh = -9
> COC(=O)CCCCCCC(=O)N/N=C/C[C@H](O)[C@H](O)[C@@H](C)O
- NSD2 inh = 2
> CNC[C@@H]1Oc2ncc(C3=CCCC3)cc2C(=O)N([C@@H](C)CO)C[C@@H]1C
- NSD2 inh = -1

# Gathered by group: the entries above with bromine
> C[C@@H]1CN([C@@H](C)CO)C(=O)c2cc(Br)cnc2O[C@H]1CN(C)CC1CCOCC1
- NSD2 inh = -1
> Cc1ccc(S(=O)(=O)N(C)C[C@H]2Oc3cc(Br)ccc3S(=O)(=O)N([C@H](C)CO)C[C@H]2C)cc1
- NSD2 inh = -5
> COC(=O)CCCCCCC(=O)N/N=C\c1cccnc1Br
- NSD2 inh = 7
